Pf apPOL block: Pf-apPOL DNA polymerase inhibition; Recombinant Pf-apPOL, molecular beacon fluorescence, 1.5 h; 0.25% of 210,000 active; AID 1794808; inhibition, % at 10 µM
mHTT-CaM PPI inh: inhibitors of human mutant huntingtin-calmodulin interaction; 3.6% of 190,000 active; AlphaScreen His-mHTT/GST-CaM binding, luminescence; P42858; inhibition, % at 15 µM; AID 1671202;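 also: 0% = both proteins with DMSO and 100% = one protein alone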
* = called active by the depositor; nt = no result given. Rule as the data show it: active = inhibition above about 50%; inactive = the rest.

no.	molecule	mHTT-CaM PPI inh	Pf apPOL block
1	O=C(OCc1cn([C@@H]2CN(C(=O)C3CCCCC3)[C@@H](c3ccc(Cl)cc3)C[C@H]2O)nn1)c1ccccc1	0	-4
2	COc1ccccc1C=Cc1nc(-c2cccc(-c3ccn[nH]3)c2)no1	16	-1
3	COc1ccc(/C=C2/SC(=Nc3cc(C)cc(C)c3)NC2=O)cc1OC	34	-3
4	O=C(NCc1ccc(Cl)c(Cl)c1)c1ccc(F)cc1	-20	-3
5	O=C(NCc1ccc(F)cc1)N1CCCCCC1c1cccs1 (stereo not drawn)	-9	-2
6	O=[N+]([O-])c1ccc(O)c(CN2CCN(C/C=C/c3ccccc3)CC2)c1	5	-2
7	COC(=O)c1ccc(N2C(c3cccc(OC)c3)=Cc3ccc(F)cc3C2c2c(C)[nH]c3ccccc23)cc1 (stereo not drawn)	2	1
8	CC(=O)N1CCN(C(=O)C23CC4CC(C)(CC(C)(C4)C2)C3)CC1	1	-3
9	Oc1ccccc1C1N(Cc2ccccc2)CCN1Cc1ccccc1	3	2
10	C=CCn1c(N=Cc2ccc(N(C)C)cc2)nc2ccccc21	71*	3
11	O=C(c1cc2nc(-c3ccco3)cc(C(F)(F)Cl)n2n1)N1CCCc2ccccc21	1	0
12	COc1ccc(Cl)cc1NC(=O)c1ccc(-c2ccccc2[N+](=O)[O-])o1	10	-5

4 structures already listed, ordered by molecular weight, falling:
no.	molecule	mHTT-CaM PPI inh	Pf apPOL block
1	O=C(OCc1cn([C@@H]2CN(C(=O)C3CCCCC3)[C@@H](c3ccc(Cl)cc3)C[C@H]2O)nn1)c1ccccc1	0	-4
11	O=C(c1cc2nc(-c3ccco3)cc(C(F)(F)Cl)n2n1)N1CCCc2ccccc21	1	0
6	O=[N+]([O-])c1ccc(O)c(CN2CCN(C/C=C/c3ccccc3)CC2)c1	5	-2
4	O=C(NCc1ccc(Cl)c(Cl)c1)c1ccc(F)cc1	-20	-3

Single values from the list.
In mHTT-CaM PPI inh, O=C(NCc1ccc(F)cc1)N1CCCCCC1c1cccs1 (stereo not drawn) is listed with -9
In mHTT-CaM PPI inh, C=CCn1c(N=Cc2ccc(N(C)C)cc2)nc2ccccc21 is listed with 71*
In mHTT-CaM PPI inh, O=[N+]([O-])c1ccc(O)c(CN2CCN(C/C=C/c3ccccc3)CC2)c1 is listed with 5
In mHTT-CaM PPI inh, COc1ccc(/C=C2/SC(=Nc3cc(C)cc(C)c3)NC2=O)cc1OC is listed with 34

Continued.
no.	molecule	mHTT-CaM PPI inh	Pf apPOL block
13	Cc1oc2ccn(C)c(=O)c2c1C(=O)NCc1ccc(F)cc1	8	4
14	O=C(Cn1ncccc1=O)Nc1cccc(-c2ccc(N3CCOCC3)nn2)c1	-14	-2
15	COc1ccc(-c2cnc(N)s2)cc1	5	nt
16	Clc1ccc(-c2nnc(N3CCOCC3)o2)cc1	nt	-26
17	CCn1c(C2CCN(C(=O)Nc3ccc(Br)c(C)c3)C2)nc2cccnc21 (stereo not drawn)	25	-1
18	CN(C)CCNCC1CCOC(C)(C)C1 (stereo not drawn)	-4	-3
19	Cc1ccn(-c2ccc(C(=O)NC3CCCC3)cn2)n1	-3	-1
20	CCC1(C)Cc2c(sc3nc(SCc4ccccc4)[nH]c(=O)c23)CO1 (stereo not drawn)	14	-7
21	CC1CCc2c(sc(NC(=O)c3ccccc3)c2C(=O)N2CCOCC2)C1 (stereo not drawn)	1	2
22	CC(=O)N1c2c(cc(Br)cc2S(=O)(=O)N2CCc3ccccc3C2)CC1C (stereo not drawn)	58*	-3
23	O=C(NCc1cccnc1)c1ccccc1Cl	-4	-5
24	CSc1nnc2n(-c3ccccc3)c(=O)c3c4c(sc3n12)CCCCC4	7	-9
25	COc1cccc(C2C=C(c3ccc(Br)cc3)Nc3ncnn32)c1 (stereo not drawn)	2	-3
26	CCC(=NOc1ccc(C(F)(F)F)cn1)c1ccc(-c2ccccc2F)cc1	nt	-2
27	CCCOc1ccc(-c2nc3s/c(=C\c4ccc(N(C)C)cc4)c(=O)n3n2)cc1	1	0
28	Cc1ccc(N2CCC(NC(=O)C3CCCCC3)C2=O)cc1 (stereo not drawn)	-6	-2
29	CN(C)C(=O)c1cccc(-c2nccnc2N(C)C)c1	2	2
30	COc1ccccc1C1C2=C(CCCC2=O)Nc2nc(SCc3ccccc3F)nn21 (stereo not drawn)	22	-8
31	CCc1nc2sc3c(N4CCOCC4)ncnc3c2c2c1CCCC2	-3	1
32	O=c1oc2ccc(O)cc2s1	27	nt
33	Cc1nn(CC(=O)N2CCCc3ccccc32)c(C)c1[N+](=O)[O-]	-5	-12
34	CCS(=O)(=O)C(=C1Nc2ccccc2N1)S(=O)(=O)CC	-1	-7
35	O=S(=O)(c1ccccc1)N(Cc1ccccc1)c1ccccn1	-6	-4
36	CN1C(=O)N(C)C2=NNC=NC2(O)C1=O (stereo not drawn)	nt	-13

Complete entries, looked up by structure:
`CCc1nc2sc3c(N4CCOCC4)ncnc3c2c2c1CCCC2` across the screens: mHTT-CaM PPI inh: -3; Pf apPOL block: 1
`CN(C)C(=O)c1cccc(-c2nccnc2N(C)C)c1` across the screens: mHTT-CaM PPI inh: 2; Pf apPOL block: 2

(further entries)
no.	molecule	mHTT-CaM PPI inh	Pf apPOL block
37	O=C(Nc1ccccc1C(=O)O)c1ccc2c(c1)C(=O)N(c1ccc(Br)cc1)C2=O	6	-1
38	CSc1ccc(CNC(=O)c2ccc(NC(C)=O)cc2N2CCCCC2)cc1	22	-4
39	O=C1c2cccnc2C(=O)N1Cc1ccc(F)cc1	11	-6
40	Oc1ccc(F)cc1C1=NNC(c2cccs2)C1 (stereo not drawn)	49	-2
41	COc1ccc(C(=O)NNC(=O)CSCc2cccc3ccccc23)cc1	nt	-14
42	CC(=O)c1cccc(N2CN=c3s/c(=C\c4cccc(Br)c4)c(=O)n3C2)c1	6	-8
43	COc1cc(OC)c(NC(=O)C2c3ccccc3C(=O)N(C)C2c2cccs2)cc1Cl (stereo not drawn)	24	4
44	CSc1nsc(N)n1	-4	nt
45	CCOC(=O)c1ccc(Oc2c(C)oc3cc(OS(C)(=O)=O)ccc3c2=O)cc1	2	-4
46	CC1CN=C2C=C(N3CCN(C(=O)Nc4cccc(C(F)(F)F)c4)CC3)N=CN21 (stereo not drawn)	-23	-6
47	COc1cc(OC)c(NC(=O)c2ccc(Br)o2)cc1Cl	-2	-1
48	COc1ccccc1Oc1c(C)oc2cc(OCc3ccccc3)ccc2c1=O	-3	4
49	COc1cccc(-c2cc3n(n2)CCCN(C(=O)CCc2ccccc2OC)C3)c1	13	-8
50	CCCN1CCC(=O)N([C@H](CN=[N+]=[N-])Cc2ccccc2)CC1	29	-5
51	Cc1ccc(N2C(=O)CSC2c2ccccc2F)cc1Cl (stereo not drawn)	-26	-1
52	COc1ccccc1CNC(=O)c1oc2ccc(S(=O)(=O)N3CCC(C)CC3)cc2c1C	-3	-3
53	CC(C)C(=O)Nc1ccc(C2(C(=O)NCc3ccc(N(C)C)cc3)CCCCC2)cc1	3	-7
54	Cc1cc(C)cc(NC(=O)Cn2nc(N3CCSCC3)c3ccccc3c2=O)c1	-9	2
55	COc1ccc(OC(NC(=O)c2cccc([N+](=O)[O-])c2)C(Cl)(Cl)Cl)cc1 (stereo not drawn)	31	-5
56	Cc1ccccc1CS(=O)(=O)Cc1ccc(C(=O)NC2CCCCC2)o1	-4	-8
57	CS(=O)(=O)Nc1cc(Cl)ccc1Cl	-2	nt
58	O=C(NC(c1cccs1)c1cc([N+](=O)[O-])c2cccnc2c1O)C1CCCCC1 (stereo not drawn)	47	-6
59	COc1ccc(C(=O)Nc2cccc(-c3nc4ncccc4o3)c2)cc1[N+](=O)[O-]	-5	0
60	Cc1cc(N2CCOCC2)nc2ccc(NC(=O)c3ccc(Cl)c([N+](=O)[O-])c3)cc12	22	0
61	Nc1ccc(OCC[n+]2ccc(CCS(=O)(=O)[O-])cc2)cc1	-9	nt
62	COc1ccc(C2=NOC(C(=O)N3CCc4ccccc4C3)C2)cc1OC (stereo not drawn)	0	-4
63	Cc1oc(C(C)(C)C)cc1-c1cc(N)n(-c2cc(C(F)(F)F)cc(C(F)(F)F)c2)n1	nt	-10
64	Clc1ccc(CN2C3=NCCN3c3ccccc32)cc1	3	2
65	Clc1ccccc1-c1nc(Nc2ccc3c(c2)OCCO3)c2ccccc2n1	-4	-4
66	CCC(C)NC(=O)NC1CCN(c2nc3ccccc3n(C)c2=O)CC1 (stereo not drawn)	3	18
67	Cc1ccc(-n2nc3c(c2NC(=O)CC2CCCCC2)CS(=O)C3)cc1 (stereo not drawn)	7	0
68	CCCC(=O)NC(c1cccs1)c1cc([N+](=O)[O-])c2cccnc2c1O (stereo not drawn)	100*	5
69	Cc1nc2ccc3nc(NC(=O)CS(=O)(=O)c4ccc(F)cc4)sc3c2s1	-10	-2
70	COc1ccccc1N1CCN(C(=O)C2(C)CC(=O)N=C3C=CC(C)=CN32)CC1 (stereo not drawn)	5	-10
71	COc1ccc2oc(=O)c(-c3nnc(Nc4cc(Cl)ccc4OC)s3)cc2c1	2	-9
72	Cn1c(C2CCN(C(=O)c3ccc(F)cc3Cl)C2)nc2ccncc21 (stereo not drawn)	-2	-4
73	Cc1cccc(S(=O)(=O)NC2CCN(c3ncnc4c3CCC4)C2)c1 (stereo not drawn)	5	4
74	Cc1nc2c(-c3ccccc3)c[nH]n2c(=O)c1C	-7	-3
75	C/C(=C\c1ccccc1)CN1CC(C)OC(C)C1 (stereo not drawn)	-10	-3
76	CNC(=O)C1CN(C(=O)NC2CCCCC2)CC12CCCC2 (stereo not drawn)	-6	0
77	CCCCc1nc2c(sc3nc(C)cc(COC)c32)c(=N)o1	-2	nt
78	CCN(CC)Cc1c(O)ccc2c1OC(=Cc1cc(OC)c(OC)c(OC)c1)C2=O	16	-37
79	COc1ccc(C(=O)Nc2nc(CC(=O)NCc3cccs3)cs2)cc1	1	-1
80	O=C(c1cnccn1)N(Cc1ccco1)C1(C(=O)NC2CCCCC2)CCCCC1	5	-2
81	Cc1nn(Cc2ccccc2Cl)c(C)c1NC(=O)C1C2CCC(O2)C1C(=O)O (stereo not drawn)	-1	-3
82	COc1cc2nc(SCC(=O)Nc3ccc(F)c(Cl)c3)n(-c3ccccc3)c(=O)c2cc1OC	nt	5
83	Cc1cccc(C(=O)Nc2nnc3ccccn23)c1	22	-7
84	COc1nn(C)cc1C(=O)N1CCCC(C(=O)Nc2nc3ccccc3s2)C1 (stereo not drawn)	-2	-8
85	Cc1ccccc1C(=O)N1CC(C(=O)NCc2ccccn2)C(c2ccccc2)C1 (stereo not drawn)	8	0
86	Cc1cc(C)nc(NS(=O)(=O)c2ccc(Nc3ncnc(N)c3[N+](=O)[O-])cc2)n1	0	-3
87	CCOC(=O)C1CCN(C(=O)C2(c3ccc(NS(C)(=O)=O)cc3)CCCCC2)CC1	9	-8
88	CN1CCN(C(=O)C2CCCCN2S(=O)(=O)c2ccccc2)CC1 (stereo not drawn)	0	2
89	CC(=O)ON=C(C)c1nccs1	nt	-2
90	CC(C)Oc1ccc(C(=O)Nc2c3c(nn2-c2ccc(F)cc2)CSC3)cc1	25	-2
91	O=C1CCCC2=C1C(c1cccc(O)c1)C1=C(N2)c2ccccc2C1=O (stereo not drawn)	12	-9
92	O=C(NCc1ccncc1)C(=O)Nc1nccs1	-3	-5
93	COc1ccc(NC(=O)N2CCC3(CC2)NC(=O)c2ccc(Cl)cc2N3C)cc1OC	24	-4
94	CC1CCCC(C)N1C(=O)c1ccc(F)cc1 (stereo not drawn)	-6	-1
95	Cn1c(/C=C/c2ccccc2)cc[n+]1C	1	-48
96	Cc1nc(C(=O)Nc2ccc(F)c(Cl)c2)c(C)o1	-18	10
97	CC1=C(C(=O)Nc2ccc(C)cc2C)C(c2cc(Cl)ccc2OC(F)F)n2nnnc2N1 (stereo not drawn)	6	-2

Down the list, as entered above:
Nos. 85–91 in Pf apPOL block: 0, -3, -8, 2, -2, -2, -9
Nos. 85–91 in mHTT-CaM PPI inh: 8, 0, 9, 0, nt, 25, 12

The order is random, and some 3.6% of all compounds hit somewhere here.
